# Assay outcomes from PubChem.
# PRMT1 inh: PRMT1 methyltransferase inhibitors, primary screen, biochemical, fluorescence polarization; Protein arginine N-methyltransferase 1 (Homo sapiens), Q99873; recombinant PRMT1, activity-based probe fluorescence polarization; inhibition, % at 2.79 µM; 370,000 compounds, 1.3% hits; AID 652257, 2013;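 active = inhibition above about 21% made by adding two undisclosed values, limit read from the data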
# Target sequence (Q99873 whole entry, looked up): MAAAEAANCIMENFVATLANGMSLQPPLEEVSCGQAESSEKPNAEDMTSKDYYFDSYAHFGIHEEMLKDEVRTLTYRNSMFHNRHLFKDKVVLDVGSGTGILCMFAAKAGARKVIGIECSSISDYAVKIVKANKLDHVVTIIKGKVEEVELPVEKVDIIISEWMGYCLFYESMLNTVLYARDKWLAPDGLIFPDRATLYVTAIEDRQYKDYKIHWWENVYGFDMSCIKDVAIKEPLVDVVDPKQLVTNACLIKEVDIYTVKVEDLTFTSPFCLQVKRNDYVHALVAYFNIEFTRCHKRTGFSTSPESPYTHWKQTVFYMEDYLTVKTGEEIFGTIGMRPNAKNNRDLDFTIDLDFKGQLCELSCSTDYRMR
# proKLK7 act: proKLK7 zymogen activators, primary screen, biochemical, fluorescence intensity; purified proKLK7, EDANS-DABCYL substrate fluorescence; 100% is mature enzyme control, 0% vehicle; Kallikrein-7 (Homo sapiens), P49862; AID 652039, 2013; 370,000 compounds, 0.9% hits; activation, % at 7 µM;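 active = activation above the mean of all tested compounds plus 3 SD, computed per campaign excluding outliers beyond control limits, cut at about 13% in these data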
# SIAE primary: human SIAE inhibitors, primary screen, biochemical, fluorescence polarization, FP-Rh probe, 1536-well HTS | Sialate O-acetylesterase (Homo sapiens), Q9HAT2 | SIAE FP-Rh probe binding | inhibition, % at 9.66 µM | 370,000 compounds, 0.69% hits;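 active = inhibition above a cutoff: mean of compounds within the control limits plus 3 SD of those, cut at about 17% in these data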;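 note: 0% = plate median of compound wells and 100% = probe without SIAE protein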
# LEDGF integ inh: blockers of LEDGF/p75-dependent integrase strand transfer – biochemical, TR-FRET, high throughput, primary screen | 370,000 compounds, 0.64% hits | HIV-1 integrase (with human LEDGF/p75) | AID 743269, 2014 | TR-FRET IN-LEDGF/p75 DNA integration, Eu/Cy5 | inhibition, % at 3.7 µM;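 active = inhibition above the screen-wide mean plus 3 SD, cut at about 13% in these data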;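 note: signal is the Cy5 over europium emission ratio at 671 and 618 nm; 0% = plate median of compound wells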
# MBD2 DNA inh: inhibitors of MBD2 binding to methylated DNA, primary screen, biochemical, TR-FRET, DNA-binding domain, human. 370,000 compounds, 0.31% hits. Methyl-CpG-binding domain protein 2 (Homo sapiens), Q9UBB5. inhibition, % at 4.4 µM. AID 686964, 2013. MBD2 binding to methylated oligonucleotide; in the data active = inhibition above about 13%
# TDP2 absorb: human TDP2 enzyme inhibitors, primary screen, biochemical, epi absorbance, recombinant enzyme. T5PNP hydrolysis, p-nitrophenol absorbance 415 nm. inhibition, % at 12.8 µM. 370,000 compounds, 0.34% hits;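 active = inhibition above the mean of all tested compounds plus 3 SD, set per campaign, cut at about 25% in these data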;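 note: 0% = DMSO with enzyme and 100% = buffer with substrate but no TDP2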
#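 Assay system: Recombinant human TDP2 | Quantity: 120 nM TDP2 per well | Incubation: 2 h at 37 °C | Signal: Epi absorbance | Evaluation: Percent inhibition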
# DDE Tn6 FP inh: inhibitors of Tn6 peptide binding to fibrin DD(E), primary screen, biochemical, fluorescence polarization, human fibrin, Tn6 probe; AID 720509, 2013; 370,000 compounds, 0.21% hits; Fibrin DD(E) TRITC-Tn6 fluorescence polarization displacement; inhibition, % at 8.3 µM;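 active = inhibition above a per-campaign cutoff: mean of compounds within control limits plus 3 SD, cut at about 15% in these data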;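 note: 0% = median of all compound wells on the plate and 100% = blocking peptide control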
# Target sequence (P02675 whole entry, looked up): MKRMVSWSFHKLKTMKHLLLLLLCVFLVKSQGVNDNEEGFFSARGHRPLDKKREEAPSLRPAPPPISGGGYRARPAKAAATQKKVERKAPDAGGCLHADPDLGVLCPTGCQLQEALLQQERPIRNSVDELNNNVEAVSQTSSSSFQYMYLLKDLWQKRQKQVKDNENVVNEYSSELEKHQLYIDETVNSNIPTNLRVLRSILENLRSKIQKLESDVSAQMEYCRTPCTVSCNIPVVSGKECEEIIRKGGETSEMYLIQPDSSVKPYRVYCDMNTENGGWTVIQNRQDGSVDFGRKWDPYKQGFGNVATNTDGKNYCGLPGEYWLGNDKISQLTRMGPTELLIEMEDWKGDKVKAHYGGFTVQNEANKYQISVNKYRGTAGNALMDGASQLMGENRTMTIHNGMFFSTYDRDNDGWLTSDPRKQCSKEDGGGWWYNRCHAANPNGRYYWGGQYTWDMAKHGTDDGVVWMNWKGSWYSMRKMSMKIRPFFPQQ
# DDE Tn7 FP inh: inhibitors of Tn7 peptide binding to fibrin DD(E), primary screen, biochemical, fluorescence polarization, human fibrin, Tn7 probe. AID 720508, 2013. FP displacement of FITC-Tn7 peptide from fibrin DD(E); 0% = median of compound wells per plate. Fibrinogen beta chain (Homo sapiens), P02675. 370,000 compounds, 0.13% hits. inhibition, % at 8.3 µM;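 active = inhibition above the mean of compounds falling within the control limits plus 3 SD of them, cut at about 14% in these data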;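 note: 0% = plate median of compound wells and 100% = 10 µM Aha-Tn7 peptide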
#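 Assay system: Human clot-derived fibrin DD(E) complex | Buffer or medium: Tris/NaCl/CaCl2 buffer, pH 7.8 | Repeats: One replicate per compound | Benchmarks: Aha-Tn7 high control | Measure: % inhibition scaled between sample-field median and high-control FP | Schedule: 10 min plus 3 h, room temperature | Signal: Fluorescence polarization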
# UHRF1 MBD2 ctr: UHRF1 methylated DNA binding inhibitors, primary screen, counter-screen for MBD2 inhibitor project, biochemical, TR-FRET, human UHRF1, single concentration. UHRF1 binding to methylated oligo. 370,000 compounds, 0.75% hits. inhibition, % at 4.4 µM; in the data active = inhibition above about 21%;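 note: UHRF1 SRA domain binding a hemimethylated CpG hairpin DNA probe; 0% = median of test compound wells and 100% = reference inhibitor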
# TCR CD3 inh: inhibitors of human TCR-CD3 interaction, primary screen, biochemical, fluorescence, TAMRA-labeled TCR probe. 360,000 compounds, 0.37% hits. AID 651800, 2012. T-cell receptor (TCR). inhibition, % at 9.4 µM; in the data active = inhibition above about 19%;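 note: recombinant mutant TCR 2C K166C tagged with TAMRA read by polarization; 0% = receptor in buffer alone and 100% = receptor with positive control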
# * hit, by the source's call; x = not tested or not shown.
SMILES,PRMT1 inh,proKLK7 act,SIAE primary,LEDGF integ inh,MBD2 DNA inh,TDP2 absorb,DDE Tn6 FP inh,DDE Tn7 FP inh,UHRF1 MBD2 ctr,TCR CD3 inh
NC(=O)CNC(=O)[C@@H]1CC2(CC(c3cccc(Br)c3)=NO2)CN1C(=O)c1ccc(Br)cc1 (stereo not given in full),-2,-0.3,2,-1,1,6,-4,5,-4,2
CC(=O)c1ccc(S(=O)(=O)N(C)CC(=O)N2CCCCCC2)cc1,-1,-0.1,-3,-3,-3,11,-5,-4,3,3
COc1ccc(CC(=O)NNC(=O)CSc2nnc(Cc3ccc(OC)cc3)n2-c2ccccc2)cc1,-1,0.2,-5,0,2,2,6,7,-1,-7
CCCc1c(O)nc(SCC(=O)NCc2ccco2)[nH]c1=O,0,-1.1,6,-4,0,8,3,-7,-1,8
COC(=O)c1cc(S(=O)(=O)NCc2ccc3c(c2)OCO3)cn1C,2,-0.1,-2,-2,1,3,2,0,-3,4
O=S(=O)(c1ccc(SCCOc2cccc(Br)c2)nc1)N1CCCC1,3,-0.4,8,1,2,-1,-4,1,-4,-1
O=C(NNC(=O)c1ccccc1C(=O)O)c1ccc(S(=O)(=O)N2CCCCC2)cc1,1,-0.8,4,-2,0,3,4,2,-1,-1
O=C(NCc1ccccn1)c1ccc(Cl)c(S(=O)(=O)N2CCCCC2)c1,1,0.1,-3,-3,1,3,1,6,-1,-1
CSc1ccc(CN(C)C(=O)c2cc(=O)c3ccccc3o2)cc1,-2,0.1,1,3,-5,4,7,4,0,5
CN(C)S(=O)(=O)c1cccc(NC(=O)c2ccccc2SCC(=O)N2CCCC2)c1,1,0.0,7,0,3,1,5,3,-2,8
Cc1cc(C)nc(/N=C(\N)Nc2ccc(-c3ccccc3)cc2)n1,-1,1.1,-1,1,6,-1,-9,-4,-1,-3
Clc1ccc(C=Cc2ccccn2)c(Cl)c1,1,0.9,-4,-1,1,0,-6,7,0,2
COCCn1c(SCC(=O)Nc2ccc(NC(C)=O)cc2)nc2c([nH]c3ccccc32)c1=O,3,-0.4,-17,2,-5,-6,2,-6,1,-5
O=C(NCc1ccccn1)C(C(=O)c1ccc(F)cc1)n1ccccc1=O (stereo not given),7,0.2,-4,0,4,-9,-6,7,1,-5
N#Cc1ccc(OCC(=O)NCCCn2ccnc2)cc1,-4,0.5,-4,3,-3,7,-10,1,0,5
CCOCCCNC(=O)C(c1ccc(OC)cc1)N(Cc1cccs1)C(=O)CNC(C)=O (stereo not given),3,-0.1,-6,-4,3,-8,5,-5,3,0
O=C1CC(N2CCOCC2)C(=O)N1Cc1ccc(N2CCCC2=O)cc1 (stereo not given),14,-0.9,-6,4,1,-10,-9,3,6,-10
Cc1cc([N+](=O)[O-])nn1Cc1ccc(C(=O)N/N=C/c2ccc(N(C)C)cc2)cc1,-7,0.6,9,-2,-5,-7,-1,-3,-3,5
CN(C)c1ccnc2sc(C(=O)c3ccc(Br)cc3)c(N)c12,2,-0.2,2,-6,3,-15,3,1,4,-9
COc1ccccc1NC(=O)CCCN1C(=O)C(c2ccccc2)Oc2cccnc21 (stereo not given),-2,-0.4,3,3,2,8,-2,-6,-2,-2

# Next section; it opens with the three that closed the last part.
SMILES,PRMT1 inh,proKLK7 act,SIAE primary,LEDGF integ inh,MBD2 DNA inh,TDP2 absorb,DDE Tn6 FP inh,DDE Tn7 FP inh,UHRF1 MBD2 ctr,TCR CD3 inh
Cc1cc([N+](=O)[O-])nn1Cc1ccc(C(=O)N/N=C/c2ccc(N(C)C)cc2)cc1,-7,0.6,9,-2,-5,-7,-1,-3,-3,5
CN(C)c1ccnc2sc(C(=O)c3ccc(Br)cc3)c(N)c12,2,-0.2,2,-6,3,-15,3,1,4,-9
COc1ccccc1NC(=O)CCCN1C(=O)C(c2ccccc2)Oc2cccnc21 (stereo not given),-2,-0.4,3,3,2,8,-2,-6,-2,-2
CCCCCC(=O)Nc1cccc(C2=NOC3(C2)C[C@H](C(N)=O)N(C(=O)c2ccccc2C(=O)c2ccccc2)C3)c1 (stereo not given in full),-1,0.9,-1,3,9,-6,0,0,13,-8
COc1cc(O)c(NC(C)=O)c2nonc12,2,-0.1,3,8,-1,48*,-6,0,8,-1
O=C(Cc1ccc(-n2c(=O)c3ccccc3n(Cc3ccc(F)cc3)c2=O)cc1)NCC1CCCO1 (stereo not given),1,-0.3,-2,4,6,-1,-10,-4,2,4
CCOc1cc(C(C(=O)NCC2CCCO2)N(C(=O)Cn2nnc3ccccc32)c2ccc(C(C)=O)cc2)ccc1O (stereo not given),2,-0.2,-1,-3,-5,-13,4,2,-1,4
COc1c(Cl)cc(C(=O)NCc2ccco2)cc1Cl,1,0.5,-1,0,-4,-7,4,14*,-4,1
O=C(NCC1COc2ccccc2O1)c1ccc(NC(=O)C(Cl)Cl)cc1 (stereo not given),-5,0.1,-1,1,-4,-2,-2,9,0,x
O=C(O)/C=C/S(=O)(=O)c1ccc2ccccc2c1,0,-0.8,-1,-3,-2,0,4,2,-1,5
O=C(CSc1nc2ccccc2c(=O)n1-c1ccccc1)N/N=C/C=C/c1ccccc1[N+](=O)[O-],-2,0.4,-18,-1,-4,-1,4,1,-2,1
CCOC(=O)c1cc(C(=O)Nc2sc3c(c2C#N)CCCC3)nn1C,6,-0.3,5,-2,6,9,-2,1,2,5
Cc1ccc(N(CC(=O)NCc2ccc3c(c2)OCO3)C(=O)c2csnn2)cc1,-1,0.1,1,-4,1,2,4,4,0,0
COc1ccc(NC(=O)COC(=O)c2ccc(NS(=O)(=O)/C=C/c3ccccc3)cc2)cc1,0,-0.5,-26,-3,0,-11,-2,1,2,3
COc1ccc(/C=C2\SC(=O)N(CC(=O)NCCCn3ccnc3)C2=O)cc1,3,0.6,-4,1,-1,-13,6,-8,-10,7
O=C(NCCN1CCOCC1)c1cc(=O)[nH]c2ccc(Br)cc12,-3,0.3,4,0,-2,-1,2,5,-3,3
CCOc1ccccc1NC(=O)N1CCC(NC(=O)c2cccc(C)c2)CC1,-4,0.1,7,4,1,11,7,-3,-3,-3
COC(=O)Nc1nnc(SCc2ccc(C)cc2)s1,-1,0.2,0,0,-6,-8,6,2,-2,9
C=CCn1cccc(C(=O)Nc2ccc(N(C)C)cc2)c1=O,-1,-0.1,0,-7,1,-2,-8,-3,-3,-2
CC(=O)Nc1ccc(S(=O)(=O)NC(=O)C23CC4CC(CC(C4)C2)C3)cc1,0,0.4,1,3,-2,-4,-9,0,-1,3
COc1ccc(Cc2nc(C(=O)Nc3ccc(F)cc3)cs2)cc1,1,-0.6,-4,-4,1,-11,-2,4,-1,-1
Cc1ccc(C)c(NC(=O)CCS(=O)(=O)c2ccccc2)c1,10,-0.7,0,1,2,-14,-3,-3,5,x
O=C(COC(=O)CNC(=O)c1ccc(Cl)c([N+](=O)[O-])c1)NNC(=O)c1ccccc1F,-1,-0.8,-4,0,-2,-3,-5,-7,1,-9
Cc1cccc(C)c1OC(=O)Cc1ccccc1[N+](=O)[O-],5,-0.8,-11,5,-1,-15,-5,4,5,-5
CC(=O)Nc1cncc(-c2ccc(CN(C)C)cc2)n1,1,1.1,3,-3,0,3,0,4,4,-6
Cc1nc(SCC(=O)Nc2nc3ccccc3s2)n[nH]1,0,-0.2,6,-1,-6,-1,10,6,-2,6
Cc1ccc(Cl)cc1N1CCN(Cc2nnnn2C2CCCCC2)CC1,2,0.4,3,-1,-4,0,2,12,-1,-2
[N-]=[N+]=NC1CC(CO)OC1n1ccc(=O)[nH]c1=O (stereo not given),0,-0.4,3,2,-1,-6,-7,0,3,-7
COc1ccc(C2(OC)Oc3cc(OC)ccc3C(=O)C2(O)OC)cc1 (stereo not given),2,0.1,5,-4,2,5,2,5,0,3
Cn1c(SCc2nnc(-c3ccccc3)o2)nc2ccccc21,7,-0.5,-7,3,7,4,-1,-1,8,-3
O=[N+]([O-])c1ccc(N2CCN(C(=S)c3cccc([N+](=O)[O-])c3)CC2)cc1,2,0.1,-1,2,1,-1,-1,-2,3,6
CCC(=O)Nc1nc2nc(-c3ccccc3)cc(-c3ccccc3)n2n1,1,2.4,-4,2,-4,2,-7,1,1,-1
COc1ccc(/C=C2/C(=O)N(c3nc4ccccc4s3)N=C2CSc2ccc(Cl)cc2)cc1,-1,-0.1,-34,0,1,8,-3,2,0,-5
Cc1nn(-c2nc3ccccc3[nH]2)c(=O)c2ccccc12,4,0.6,-3,2,-3,3,6,-7,-2,4
Cc1ccc(CNc2nc(N)c([N+](=O)[O-])c(Nc3cccc(F)c3)n2)cc1,1,0.1,-2,-1,4,-2,5,-4,2,-1
O=C(CSc1nnc(-c2ccccc2)n1-c1ccccc1)Nc1ccc(Oc2ccccc2)cc1,-1,0.2,10,-2,0,-7,0,-2,0,x
Cc1nc(SC(C)C(=O)NC2CCCC2)c2ccccc2n1 (stereo not given),2,-1.4,1,-6,-2,5,-3,3,1,2
O=S(=O)(NCC(c1cccnc1)N1CCN(Cc2ccccc2)CC1)c1cc(F)ccc1F (stereo not given),-1,0.1,2,-1,6,-2,-10,-1,0,4
Cc1ccc(C(C)(C)C)cc1S(=O)(=O)Nc1cccc(S(=O)(=O)NC2=NCCC2)c1,3,0.0,5,-1,0,-7,-10,1,6,-3
COc1ccc(OCCCCc2c(C)n[nH]c2C)cc1,0,0.3,12,7,-6,9,-2,2,-2,6
CN1C(=O)C[C@@](C#N)(C(=O)N2CCOCC2)[C@H]1c1ccccc1,0,0.5,-13,2,-2,1,4,6,-1,x
CCNC(=S)N(CCc1cccc(C)c1)Cc1cc2cc(OC)c(OC)cc2[nH]c1=O,4,-2.1,7,1,2,-9,-5,0,0,5
CCN(C(=O)CN1C(=O)NC2(CCC(C)CC2)C1=O)C1CCCCC1 (stereo not given),3,-0.8,2,2,1,2,2,6,2,-4
Cc1ccc2cc(CN(Cc3ccco3)C(=O)c3cccs3)c(=O)[nH]c2c1,30*,-0.9,-5,6,0,-7,-15,-2,3,-3
O=C(c1cc(-c2ccc(F)cc2)on1)N1CCCCCC1,0,0.6,-3,0,1,13,3,-3,-1,7
CC(C)(C)c1nc(SCC(=O)NCc2cccs2)c2ccccc2n1,-5,-0.5,2,7,6,-1,-3,-1,-4,4
